High-throughput results from PubChem BioAssay.
TNAP inh hiacc: human TNAP enzyme inhibitors, primary screen, biochemical, luminescent, high phosphate acceptor level, uHTS; Alkaline phosphatase, tissue-nonspecific isozyme (Homo sapiens), P05186; purified TNAP, CDP-star luminescence, 1 M DEA; inhibition, % at 20 µM; actives 0.03% (n = 200,000);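 active = over 50% inhibition of tissue-nonspecific alkaline phosphatase at 20 µM in the single-dose screen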;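 note: plate controls were DMSO wells for no effect and EDTA-quenched wells as full inhibition for full effect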
Target sequence (P05186 whole entry, looked up): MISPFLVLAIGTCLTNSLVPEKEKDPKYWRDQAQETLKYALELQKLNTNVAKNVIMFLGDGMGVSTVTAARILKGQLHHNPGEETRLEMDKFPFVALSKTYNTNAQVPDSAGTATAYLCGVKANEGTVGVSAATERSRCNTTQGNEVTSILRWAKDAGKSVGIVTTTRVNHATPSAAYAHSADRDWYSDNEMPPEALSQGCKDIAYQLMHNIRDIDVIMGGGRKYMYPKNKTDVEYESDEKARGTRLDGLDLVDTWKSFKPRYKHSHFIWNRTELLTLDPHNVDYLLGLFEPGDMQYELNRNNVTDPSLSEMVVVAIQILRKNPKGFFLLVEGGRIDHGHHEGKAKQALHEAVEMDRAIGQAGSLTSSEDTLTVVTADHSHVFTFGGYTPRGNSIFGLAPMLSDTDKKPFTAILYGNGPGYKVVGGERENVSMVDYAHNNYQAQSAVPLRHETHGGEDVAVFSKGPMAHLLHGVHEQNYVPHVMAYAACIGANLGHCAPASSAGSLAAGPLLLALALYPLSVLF
bIAP act: bovine intestinal alkaline phosphatase activators, primary screen, biochemical, bovine IAP, CDP-star luminescence. alkaline phosphatase, intestinal [Bos taurus]. purified bovine IAP, 30 min; hits give high values; fold of DMSO-control signal, blank-subtracted. activation factor at 20 µM. actives 0.17% (n = 200,000);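 active = activation factor of 2 or more at 20 µM, a signal rise over negative controls twice the positive control's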
TNAP act hiacc: TNAP activators at high phosphate acceptor level, primary screen, biochemical, luminescence, uHTS. activation factor at 20 µM. purified TNAP, CDP-star luminescence, 1 M DEA, 30 min; hits give high values; 0 = EDTA background, 1 = DMSO-only activity. Alkaline phosphatase, tissue-nonspecific isozyme (Homo sapiens), P05186. 200,000 tested, under 10 active. AID 1136, 2008;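 active = activation factor at least 2 at 20 µM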
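Assay system: human TNAP; Input: enzyme diluted 1/800 final; Reagent: CDP-star luminogenic substrate at 100 µM final; Timing: 30 min, room temperature; Signal: luminescence; Evaluation: TNAP activation factor scaled between EDTA and DMSO control wells.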
TNAP inh noacc: human TNAP enzyme inhibitors, primary screen, biochemical, luminescent, no phosphate acceptor, uHTS | Alkaline phosphatase, tissue-nonspecific isozyme (Homo sapiens), P05186 | purified TNAP, CDP-star luminescence, 30 min | inhibition, % at 20 µM | actives 0.26% (n = 200,000);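 active = tissue-nonspecific alkaline phosphatase inhibition above about 50% at 20 µM in the single-dose screen, limit read from the data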;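 note: 0% = DMSO negative control and 100% = EDTA positive control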
SRC2 TRFRET art: TR-FRET signal artefacts, primary screen, artefact control for PPARgamma SRC-2 agonist project, biochemical; TR-FRET artefact counter-screen; hits give high values; TR-FRET ratio at 8 µM; actives 0.4% (n = 200,000); in the data active = TR-FRET ratio above about 2000; note: inactives centre near 1500
PPARg SRC3 recr: PPARgamma agonists recruiting SRC-3 coactivator, primary screen, biochemical; Peroxisome proliferator-activated receptor gamma (Homo sapiens), P37231; biochemical PPARgamma/SRC-3 coactivator recruitment assay; activation, % at 8 µM; actives 0.26% (n = 200,000); AID 731, 2007; in the data active = activation above about 23%;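 note: 0% = DMSO and 100% = reference agonist; some compounds past the cut are filed as inactive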
Target sequence (P37231 whole entry, looked up): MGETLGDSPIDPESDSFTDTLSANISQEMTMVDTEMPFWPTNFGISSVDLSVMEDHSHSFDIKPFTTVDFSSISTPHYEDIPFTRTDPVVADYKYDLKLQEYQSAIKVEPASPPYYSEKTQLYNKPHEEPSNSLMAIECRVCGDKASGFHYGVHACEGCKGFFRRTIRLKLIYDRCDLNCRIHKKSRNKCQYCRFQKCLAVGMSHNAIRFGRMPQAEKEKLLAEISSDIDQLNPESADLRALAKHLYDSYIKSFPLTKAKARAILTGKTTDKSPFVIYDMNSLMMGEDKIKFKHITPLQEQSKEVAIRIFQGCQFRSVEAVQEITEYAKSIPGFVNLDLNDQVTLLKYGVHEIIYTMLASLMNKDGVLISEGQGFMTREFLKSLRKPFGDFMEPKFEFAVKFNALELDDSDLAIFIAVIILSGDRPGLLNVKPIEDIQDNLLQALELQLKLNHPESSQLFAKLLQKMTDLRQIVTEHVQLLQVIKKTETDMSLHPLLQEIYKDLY
Efa HMGR inh: inhibitors of E. faecalis class II HMGR, primary screen, biochemical, Enterococcus faecalis. purified E. faecalis HMGR, NADPH absorbance 340 nm kinetic. inhibition, % at 10 µM. AID 1066, 2008. HMG-CoA reductase (Enterococcus faecalis, mvaE). actives 0.41% (n = 190,000);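 active = inhibition above a set limit, the median over all tested compounds plus 3 SD, cut at about 9.5% in these data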;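 note: enzyme runs in reverse so mevalonate oxidation gives rising NADPH absorbance; 0% = complete reaction with DMSO and 100% = background rate lacking mevalonate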
PPARg SRC2 recr: agonists of PPARg-SRC-2 recruitment, primary screen, biochemical, HTS. PPARgamma LBD-SRC-2 recruitment. AID 1032, 2008. actives 0.34% (n = 200,000). Peroxisome proliferator-activated receptor gamma (Homo sapiens), P37231. activation, % at 8 µM; in the data active = activation above about 22%;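 note: 0% = vehicle and 100% = reference agonist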
PPARg SRC-1 ag: PPARgamma agonists recruiting SRC-1 coactivator, primary screen, biochemical; Peroxisome proliferator-activated receptor gamma (Homo sapiens), P37231; PPARgamma-SRC-1 coactivator recruitment biochemical assay; activation, % at 8 µM; actives 0.41% (n = 200,000); in the data active = activation above about 19%;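 note: 0% = DMSO and 100% = reference agonist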
bIAP inhibitor: bovine intestinal alkaline phosphatase inhibitors, primary screen, selectivity assay for TNAP inhibitor project, biochemical, bovine IAP, CDP-star luminescence; inhibition, % at 20 µM; 190,000 tested, under 10 active; purified bovine IAP, 30 min;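 active = over 50% inhibition of intestinal alkaline phosphatase at 20 µM in the single-dose screen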
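Assay system – bovine IAP enzyme · Quantity – bovine IAP at 1/65,000,000 final dilution · Detection – CDP-star luminescence signal · Times – 30 min reaction at room temperature · Also added – CDP-star substrate at 30 µM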
* marks the source's active call; other numbers are inactive results; . = no result given.

SMILES	TNAP inh hiacc	bIAP act	TNAP act hiacc	TNAP inh noacc	SRC2 TRFRET art	PPARg SRC3 recr	Efa HMGR inh	PPARg SRC2 recr	PPARg SRC-1 ag	bIAP inhibitor
COc1ccc2[nH]c(C)c(CCN(Cc3cccs3)C(=S)Nc3ccccc3)c2c1	-6	0.9	1.1	-12	1676	-1	-3	3	2	8
COCCNC(=S)Nc1ccccn1	0	1.2	1	-5	1823	-3	-4	-2	3	-23
Cc1cc(C(F)F)n2nc(C(=O)O)nc2n1	-7	0.9	1.1	-18	1625	2	-10	5	7	11
CN(c1ccc(C(=O)NCc2ccncc2)cc1)S(C)(=O)=O	0	1	1	-4	1550	7	-5	11	7	0
CC(C)(C)NC(=O)Cn1nnc(-c2ccccc2NC(=O)c2cnccn2)n1	-4	1	1	-3	1567	9	-4	10	9	4
CC1CCCC(C)N1C(=O)COC(=O)C(Cc1ccccc1)NC(=O)c1cccs1 (centres undefined)	-3	0.8	1	-11	1331	2	-9	-5	-6	20
COc1cccc(/C=N/NC(=O)CCc2n[nH]c(=O)[nH]c2=O)c1O	-2	1	1	-103	1573	0	0	4	2	-4
CC(C)Oc1ccc(CNCCC2(C(C)C)CCOC(C)(C)C2)cc1 (centres undefined)	-6	0.9	1.1	-20	1600	0	1	2	5	5
CCN(CC)c1ccc(CN(C(=O)c2cc(OC)c(OC)c(OC)c2)C2CCS(=O)(=O)C2)cc1 (centres undefined)	-6	1.1	1.1	5	1604	-1	-1	11	7	-6
CCCCC(=O)N/N=C(C)/C=C/c1ccccc1F	3	1	1	0	1744	7	0	6	12	-1
O=C(NCC1CCCN(C(=O)c2cscn2)C1)c1ccccc1Cl (centres undefined)	-3	1	1	-6	1545	2	10*	6	-2	3
COc1cc(NC(=O)C2CC(c3cccc(OC)c3OC)=NO2)cc(OC)c1OC (centres undefined)	2	1.1	1	-6	1653	6	0	6	4	-8
CC1(C)Cc2nc3nc(SCC(=O)Nc4ccccc4)nc(N)c3cc2CO1	-1	1	1	-11	1730	-1	-1	4	-6	-3
COc1ccc(C(CNC(=O)c2cncc(Br)c2)N(C)C)cc1 (centres undefined)	0	1.2	1	-12	1632	4	1	4	-2	-15
Cc1nn(C(=O)CNC(=O)c2ccccc2)c(C)c1C	1	1	1	-5	1621	5	-3	9	8	-2
O=C(c1ccc2c(=O)n(C3CCCC3)c(=S)[nH]c2c1)N1CCCCCC1	-2	0.9	1	-5	1381	-2	-1	-4	-6	12
Cc1nn(Cc2ccccc2)c(Cl)c1C(=O)NCc1ccco1	-6	1.1	1.1	-15	1620	2	-5	-2	4	-9
CCOC(=O)c1c(C)n(C)c2ccc(O)c(CN(CC)CC)c12	-4	0.9	1	-4	1292	-5	3	9	-4	13
C=CCNc1nc(S(=O)Cc2ccc(C)cc2)nc2c1CCCC2 (centres undefined)	-4	1.2	1	-16	1647	4	-5	10	18	-15
CC(=O)Oc1ccc2c(=O)c(Oc3ccccc3)coc2c1OC(C)=O	8	0.9	0.9	-2	1662	10	2	-6	5	13
COc1ccc(CCCC(=O)NC2CCCCC2)cc1	-5	1	1.1	-12	1603	0	-1	2	6	3
COCC(C)NC(=O)/C=C/c1ccc(OC)cc1 (centres undefined)	-5	0.9	1	-6	1589	-2	-4	-8	-8	6
COC(=O)c1cn(CC(=O)NC2CCCCC2)c2ccccc12	-5	1	1	-15	1650	4	-1	8	11	0
Cn1cccc1C(=O)C(=O)Nc1ccccc1C(F)(F)F	-4	1.1	1	-17	1558	-7	-7	-2	4	-14
CC(=O)Nc1ccc(OCC(O)CN2CCN(S(=O)(=O)c3ccc(NC(C)=O)cc3)CC2)cc1 (centres undefined)	-5	1.1	1.1	-9	1403	0	-1	0	1	-8
CSCCC(NC(=O)c1ccc(Cl)cc1)C(=O)OCC(=O)Nc1ccc(C#N)cc1 (centres undefined)	5	1	0.9	-1	1477	3	-4	4	-2	4
Cc1cc(NC(=O)Cn2nc(C(F)(F)F)c3c2CCC3)no1	-4	1	1	-1	1573	3	-3	1	7	-3
CN(C)c1ccc(C(CNC(=O)c2ccccc2Br)c2c[nH]c3ccccc23)cc1 (centres undefined)	-4	0.9	1	-6	1553	2	-1	-5	-5	13
CCOC(=O)NC1C=CS(=O)(=O)C1 (centres undefined)	-9	0.9	1.1	-2	1589	-5	-4	4	12	11
COc1cc(/C=C(\C#N)c2nc3ccccc3s2)ccc1OCC(=O)Nc1ccccc1	2	1.1	1	-1	1526	-1	-3	0	-3	-11
CCOc1ccc(/C=N/NC(=O)CC(=O)NCc2ccccc2)cc1	-4	0.9	1	-10	1494	2	1	4	6	6
CS(=O)(=O)N1CCC(C(=O)NCCC2=CCCCC2)CC1	-4	1	1	-10	1664	-7	-6	4	4	3
Cc1cc(N2CCN(C3CCCCC3)CC2)n2nc(C)nc2n1	2	1	1	-2	1462	4	-5	2	6	0
Cc1ccc([N+](=O)[O-])c(OCCN2CCCCCC2)c1	-5	0.9	1	-6	1708	5	-1	-8	0	10
CC(C)Oc1cc(NC(=O)CS(=O)(=O)CC(=O)N(C)C)c(Cl)cc1Cl	-3	0.9	1	-12	1370	1	-2	0	12	6
C/C(=N\NC(=O)C1CC1)c1ccccc1O	-6	1	1.1	-16	1475	4	5	4	7	-3
COc1ccc(Cl)cc1Nc1nc(N2CCCC2)nc(N2CCCC2)n1	-7	0.9	1.1	-4	.	.	.	.	.	9
Cc1noc(C)c1C(=O)N1CCOCC1	0	0.9	1	-23	1540	-7	-6	12	2	12
COc1ccc(OC)c(NC(=O)Cn2c(=O)oc3ccccc32)c1	-8	1	1.1	-2	1502	-4	2	12	5	2
Clc1ccc(-n2ncc3c(N4CCCCCC4)ncnc32)cc1	-6	0.9	1.1	1	1519	-1	-7	0	1	12
Cc1cc(NC(=O)c2cc([N+](=O)[O-])cc([N+](=O)[O-])c2C)no1	1	0.9	1	7	1604	-1	-1	-3	-2	12
O=C(C1CC(c2ccc(F)cc2)=NO1)N1CCc2ccccc2C1 (centres undefined)	-3	1	1	-11	1733	11	0	-4	3	4
CCOC(=O)c1ccccc1NC(=O)Cn1cnc2c(cnn2-c2ccc(F)cc2)c1=O	-3	0.9	1	-8	1600	13	1	0	4	7
CCCC(=O)Nc1cc(C)c(NC(=O)c2ccncc2)cn1	-8	0.9	1.1	-16	1385	-7	-2	2	-4	11
O=C(NC(=O)c1ccc(F)cc1)Nc1nc(-c2cccs2)cc(C(F)(F)F)n1	0	1.1	1	4	1454	1	-2	-4	-4	-9
COCCNC(=O)CN(C(=O)c1ccc(N2CCCC2)nc1)c1ccccc1	-3	1.1	1	-16	1856	6	-2	16	9	-14
COc1ccc(NC(=O)CC(c2ccccc2)c2ccco2)cc1 (centres undefined)	0	1.1	1	0	1515	-1	2	4	5	-8
O=C1CC(c2ccc(Br)cc2)NC(c2ccc(Br)cc2)C1c1ccccc1 (centres undefined)	-4	0.9	1	-13	1570	1	-3	-7	-9	12
CNC(=O)C1CC(=O)N(CCc2ccc(OC)c(OC)c2)C(=Nc2ccc(F)cc2)S1 (centres undefined)	-7	1.2	1.1	-2	1506	1	1	1	-5	-18
Nn1c(SCC(=O)N2CCCCC2)nnc1-c1ccncc1	-3	1	1	-2	1505	-3	2	-11	-2	4
N=C1SCC(=O)N1c1ncc(Cc2ccc(F)cc2)s1	-5	0.9	1	-58	1387	4	0	-1	-1	7
Cc1nnc(N(Cc2ccccc2)C(=O)c2cnccn2)s1	-5	0.8	1	-13	1439	-6	0	2	3	24
CC1(C)Cc2nc3sc4c(SCC(=O)NC(c5ccccc5)c5ccccc5)ncnc4c3cc2CO1	4	1	1	-3	1640	4	0	5	8	0
O=C(CSc1ncn[nH]1)N1CCN(S(=O)(=O)c2ccccc2)CC1	-6	1.1	1.1	24	1349	11	3	13	1	-8
CCOC(=O)c1c(N)sc(C(=O)OCCOC)c1C	-8	1	1.1	-8	1791	3	13*	3	3	4
c1cncc(Nc2nc(-c3cccnc3)cs2)c1	-6	1	1.1	-12	1564	2	-7	4	-3	4
CCN(CC)CCNC(=O)CS(=O)Cc1nc(-c2ccc(C)cc2)oc1C (centres undefined)	-5	1.1	1.1	-13	1461	-10	-2	-3	9	-6
CC1Cc2nc(SCC(=O)NCc3ccccc3)n(Cc3ccccc3)c(=O)c2S1 (centres undefined)	0	0.9	1	2	1517	2	-6	8	2	9
CCCOc1ccc(CSC2=NCCN2)cc1[N+](=O)[O-]	-5	0.7	1	-9	1670	10	-1	-1	6	29
COc1ccc(C)cc1NC(=O)C1CC(=O)OC12CCCCC2 (centres undefined)	1	0.9	1	-9	1783	2	1	2	-1	7

Complete entries as entered above.
Results for `COc1ccc(C)cc1NC(=O)C1CC(=O)OC12CCCCC2` (centres undefined) = TNAP inh hiacc = 1; bIAP act = 0.9; TNAP act hiacc = 1; TNAP inh noacc = -9; SRC2 TRFRET art = 1783; PPARg SRC3 recr = 2; Efa HMGR inh = 1; PPARg SRC2 recr = 2; PPARg SRC-1 ag = -1; bIAP inhibitor = 7
Results for `CC1Cc2nc(SCC(=O)NCc3ccccc3)n(Cc3ccccc3)c(=O)c2S1` (centres undefined) = TNAP inh hiacc = 0; bIAP act = 0.9; TNAP act hiacc = 1; TNAP inh noacc = 2; SRC2 TRFRET art = 1517; PPARg SRC3 recr = 2; Efa HMGR inh = -6; PPARg SRC2 recr = 8; PPARg SRC-1 ag = 2; bIAP inhibitor = 9

The listing continues:
SMILES	TNAP inh hiacc	bIAP act	TNAP act hiacc	TNAP inh noacc	SRC2 TRFRET art	PPARg SRC3 recr	Efa HMGR inh	PPARg SRC2 recr	PPARg SRC-1 ag	bIAP inhibitor
CCOC(=O)c1ccc(NC(=O)CS(=O)(=O)c2cn(CC)c3ccccc23)cc1	1	0.9	1	-5	1490	9	4	2	4	13
COC(=O)C1=C(C)NC2=C(C(=O)CCC2)C1c1ccsc1 (centres undefined)	-2	0.9	1	-13	1466	7	-1	4	-4	7
COc1ccc(C2CC(c3ccccc3)=NN2C(=O)CSc2nccc(=O)[nH]2)cc1 (centres undefined)	5	0.6	1	-4	1493	3	1	8	3	43
CCOC(=O)c1cc(NC(=O)c2ccco2)ccc1N1CCOCC1	-1	1	1	-8	1318	-4	-4	-10	-4	-2
CCOC(=O)NN1C(=O)c2ccccc2NC1c1ccccc1O (centres undefined)	-5	1	1	-21	1522	-2	-1	1	4	4
COc1ccc(-c2nc(C#N)c(NCc3ccccc3Cl)o2)cc1	-5	1.1	1	-9	1605	14	3	8	9	-8
